D2 antagonist: HTS Assay for Allosteric Antagonists of the Human D2 Dopamine Receptor: Primary Screen for Antagonists. D(2) dopamine receptor (Homo sapiens), P14416. HEK293 TREx D2 cells, calcium flux, dopamine EC80. inhibition, % at 10 µM. 340,000 compounds, 2% hits; in the data active = inhibition above about 30%; also: 0% is about no effect
Target sequence (P14416 whole entry, looked up): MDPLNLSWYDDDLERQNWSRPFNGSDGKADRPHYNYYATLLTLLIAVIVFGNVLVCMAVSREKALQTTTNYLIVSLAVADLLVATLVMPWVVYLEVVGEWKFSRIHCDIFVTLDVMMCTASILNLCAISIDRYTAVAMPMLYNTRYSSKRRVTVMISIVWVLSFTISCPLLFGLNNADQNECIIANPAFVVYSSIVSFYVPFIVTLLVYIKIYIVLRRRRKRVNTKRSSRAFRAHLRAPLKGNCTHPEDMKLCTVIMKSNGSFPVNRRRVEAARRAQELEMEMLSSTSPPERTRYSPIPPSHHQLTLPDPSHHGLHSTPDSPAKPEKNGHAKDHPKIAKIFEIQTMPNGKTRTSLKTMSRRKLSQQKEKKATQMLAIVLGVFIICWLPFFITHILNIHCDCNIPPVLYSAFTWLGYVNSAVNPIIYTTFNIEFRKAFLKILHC
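Tetracycline-induced HEK293 TREx cells expressing D2 receptor forced-coupled to calcium signalling, loaded with no-wash calcium dye. Compounds added and calcium flux read 180 s, then dopamine added at EC80 and read a further 180 s.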
D2 ag: HTS Assay for Allosteric Agonists of the Human D2 Dopamine Receptor: Primary Screen for Agonists; AID 485358, 2010; HEK293 T-REx D2 cells, calcium flux agonist mode; 340,000 compounds, 0.53% hits; activation, % at 2 µM; D(2) dopamine receptor (Homo sapiens), P14416;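 active = activation over 3 SD above normal in the single-dose calcium agonist read, cut at about 30% in these data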; also: 0% is about no effect
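HEK293 Trex D2 cells, tetracycline-induced, o/n 30 C 5% CO2; no-wash Ca dye, RT 30–90 min; 10-cycle baseline, 23 nl cpd added, kinetic Ca read 180 s; agonist hits = positive Ca response.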
The depositor's hits bear a star.

SMILES	D2 antagonist	D2 ag
CC1C2(C)OCC(C#N)(C(=N)O2)C1(C#N)C#N (stereo unspecified)	7	0.1
Cc1ccc(CNC(=O)c2sc3ccc(S(=O)(=O)N4CCCCC4)cc3c2N)cc1	-3	-1.7
C#CCOCCOCCOCCNc1nc(N2CCN(C(=O)[C@H](CCCCN)n3cc([C@@H](N)C(C)CC)nn3)CC2)nc(N2CCN(C(=O)[C@H](CCCCN)n3cc([C@@H](N)CO)nn3)CC2)n1 (stereo partly specified)	-7	-0.5
CC(Oc1ccc(Br)cc1Br)C(=O)NC1CCCC1 (stereo unspecified)	-2	0.0
Cc1nnc(Sc2nc3c(c(=O)[nH]c(=O)n3C)n2CCCc2ccccc2)s1	-25	-1.4
CCOc1ccc(NC(=S)N(CC)Cc2ccccc2)cc1	-20	-0.3
CCOC(=O)c1cc2c(ccn2C)n1CC(=O)N1CCN(c2ccccc2OC)CC1	20	-0.2
CC1CN(c2nc3ccccc3nc2C(C#N)C(=O)NC2CCCCC2)CC(C)O1 (stereo unspecified)	25	0.2
COc1ccc(OCc2cc(C(=O)O)c(C)o2)cc1	-3	0.4
CCn1cc(C(=O)NCc2ccc(OC)cc2OC)c(=O)c2ccc(C)nc21	12	0.6
Cc1ccc(-c2nn3c(-c4ccco4)nnc3c3ccccc23)cc1S(=O)(=O)N1CCOCC1	-3	-0.4
CCOC(=O)c1cc2c(=O)n3cccc(C)c3nc2n(Cc2ccccc2Cl)c1=N	1	-1.5
Cc1ccc2nc3c(cc(C(=O)NC4CCCC4)c(=N)n3CCCn3ccnc3)c(=O)n2c1	8	-0.1
CC(=O)c1ccc(COC(=O)c2ccccc2NC(=O)C(C)C)cc1	2	-1.3
CCOC(=O)c1cc2c(=O)n3cccc(C)c3nc2n(C)c1=N	-15	-0.6
Cc1cc2nc(NC3=NCN(Cc4ccc5c(c4)OCO5)CN3)nc(C)c2cc1C	-5	0.1
CC(=O)c1sc(-c2ccccn2)nc1C	-5	0.1
Cc1cc(C)n2nc(SCC(=O)N(C)c3c(N)n(Cc4ccccc4)c(=O)[nH]c3=O)nc2n1	-26	1.6
CCOC(=O)CN(C)Cc1c[nH]c2ccccc12	3	0.9
COc1ccc(Cl)cc1Nc1nc(N2CCCC2)nc(N2CCCC2)n1	14	0.5
CCc1nnc(NC(=O)c2csc3c2CCC(C)C3)s1 (stereo unspecified)	1	-0.8
CC(C)CCOc1ccc(C(=O)CCNC(C)C(=O)O)cc1 (stereo unspecified)	-5	0.5
COC(=O)c1ccc(OC(=O)c2ccc(OCc3c(C)noc3C)c(OC)c2)cc1	-15	0.4
COc1ccc(NC(=O)N(Cc2cccs2)Cc2cc3cc4c(cc3[nH]c2=O)OCO4)cc1	-1	-2.8
Cc1nc2c(C(=O)NCc3cccs3)cnn2c(C)c1Cc1ccccc1	1	0.3
CN1CCN(S(=O)(=O)c2ccc(N(C)CC(=O)Nc3ccc(F)cc3)nc2)CC1	-4	0.5
CN(C)c1ccc(/C=c2/sc3n(c2=O)NC2(c4ccccc4)N(C)C(=O)N(C)C2(c2ccccc2)N=3)cc1 (stereo unspecified)	-6	4.9
O=C(c1ccc(N2CCCCCC2)c([N+](=O)[O-])c1)N1CCc2ccccc21	-9	0.3
O=C(/C=C/c1ccc2c(c1)OCO2)Nc1nc(-c2ccc(F)cc2F)cs1	-20	2.8
CCn1cc(C(=O)Nc2ccc(-n3cnnn3)c(OC)c2)c(=O)c2ccc(C)nc21	-13	0.2
CN(C(=O)CSc1nnc(-c2ccncc2)n1Cc1ccccc1)C1CCS(=O)(=O)C1 (stereo unspecified)	16	1.6
O=C(O)CNC1=NCCC1	-3	-0.3
COc1cc(-n2c(C)nc3cc(C(=O)NCCN4CCOCC4)ccc32)cc(OC)c1OC	-5	-1.0
CCc1ccc(-c2cc(-c3n[nH]c(=S)n3CC)c3ccccc3n2)cc1	12	-0.6
CCN(CC)C1CC(=O)N(c2cccc(C)c2)C1=O (stereo unspecified)	-9	0.4
CCN(c1ccccc1)S(=O)(=O)c1ccc(Cl)c(NC(=O)COC(=O)c2cc(O)c3ccccc3c2O)c1	20	-1.4
Cn1c(C(C)(O)C(O)c2ccccc2)nc2ccccc21 (stereo unspecified)	7	0.9
CCN(CC)C(=O)c1ccc2c(c1[N+](=O)[O-])C(=O)c1ccccc1C2=O	2	1.1
Cc1ccc(Cn2c(=N)c(C#N)cc3c(=O)n4cccc(C)c4nc32)cc1	12	0.2
CCOC1=C/C(=C/c2c(N)n3oc(C)cc3nc2=O)C=CC1=O	1	0.7

Arranged by value in D2 antagonist (falling): three of the compounds above
canonical_smiles,D2 antagonist
CN(C(=O)CSc1nnc(-c2ccncc2)n1Cc1ccccc1)C1CCS(=O)(=O)C1 (stereo unspecified),16
CCc1nnc(NC(=O)c2csc3c2CCC(C)C3)s1 (stereo unspecified),1
CCOc1ccc(NC(=S)N(CC)Cc2ccccc2)cc1,-20

(further entries)
SMILES	D2 antagonist	D2 ag
CC1(C)O[C@@H]2[C@H](O1)[C@@H](COS(=O)(=O)O)O[C@H]2n1cnc2c(N)ncnc21	3	-0.2
CC(=O)Nc1ccc(S(=O)(=O)Oc2ccc3c(c2)C(C)=CC(C)(C)N3)cc1	-15	1.5
COc1ccc(OC)c(NC(=O)c2c(NC(=O)c3ccco3)sc3c2CCC3)c1	-4	0.7
Cc1ccnc2ccc(P(=O)(c3ccccc3)c3ccccc3)cc12	-2	-1.0
N#CC(=C1N=c2ccccc2=N1)c1c(O)[nH]c2ccccc12	0	0.0
C/C(=N\Nc1ccc(F)cc1F)c1cccs1	-2	6.1
Cc1ccc(C)c(CSc2nc3ccncc3n2CC(=O)Nc2ccc(C)c(C)c2)c1	-8	-0.4
O=C(CSCCSCC(=O)c1ccco1)c1ccco1	4	-0.5
CCN1CCN(C(=O)N[C@@H](C(=O)N[C@@H]2C(=O)N3[C@@H]2SC(C)(C)[C@@H]3C(=O)O)c2ccccc2)C(=O)C1=O	-27	-3.0
O=C(/C=C/c1cccc([N+](=O)[O-])c1)NC(=S)Nc1ccccc1C(=O)O	3	-0.3
O=c1cc(CO)oc(C(Nc2ccccn2)c2ccsc2)c1O (stereo unspecified)	13	2.2
Cn1ccnc1SCC(=O)Nc1ccc2c(c1)OC(F)(F)O2	-8	1.2
Nc1sc(-c2ccccc2)cc1C(=O)O	10	0.4
CCOC(=O)c1c2ccc(OCC(=O)N/N=C/c3ccccc3C(F)(F)F)cc2n2ccccc12	-2	0.4
CCOC(=O)C(=Cc1ccc(F)cc1)C(=O)OCC	14	1.2
CCNc1nc(NCC)nc(ON=C(C)C)n1	-9	-0.9
COC(=O)[C@H](Cc1ccccc1)NC(=O)O[C@@H]1C(=O)c2cc(Br)ccc2O[C@H]1c1cccc(OC)c1	-8	0.5
O=P(O)(CCCCP(=O)(O)CCc1ccccc1)CCc1ccccc1	-19	0.4
COc1ccccc1N1CCN(C2CCN(C3CCC(c4ccccc4)CC3)CC2)CC1 (stereo unspecified)	45*	-1.0
Cc1ccc(/C([O-])=C(/C(=S)NCc2ccco2)[n+]2ccccc2)cc1	-10	0.6
COC(=O)/C=C1\OC(c2ccccc2)=CC1=O	-8	4.2
CC(=O)c1ccc(N2CCN(C(=O)Nc3ccc(F)cc3)CC2)cc1	-3	1.0
Cc1[nH]c2ccccc2c1NC(=O)CN1CCN(Cc2ccc3c(c2)OCO3)CC1	-14	11
Cc1c(NC(=O)CC2NC(=O)NC2=O)c(=O)n(-c2ccccc2)n1C (stereo unspecified)	16	9.9
O=[N+]([O-])c1ccc(N2CCN(S(=O)(=O)c3ccccc3)CC2)cc1NCc1ccco1	4	2.9
Cc1ccc2nc(SCc3cn4c(C)cc(C)nc4n3)[nH]c2c1	6	-0.5
CCOC(=O)C1=C(O)/C(=C\c2ccc(CNC(=O)C(=O)Nc3ccc(C)c(C)c3)o2)N=C1C	5	1.1
O=C(NC1CC2CCCC(C1)N2Cc1cccs1)c1ccc([N+](=O)[O-])cc1 (stereo unspecified)	57*	0.8
Nc1ccc(Sc2ccccc2CC(=O)O)cc1	2	-0.1
COc1cc(OC)c(C2N(C)c3ccccc3N2C)cc1OC	9	0.6
COc1ccc(S(=O)(=O)Cc2ccc(C(=O)NCc3ccc(F)cc3)o2)cc1	-7	0.0
COc1ccc(N2CCn3c2nc2c3c(=O)n(CCc3ccccc3)c(=O)n2C)cc1	-3	0.1
N#C/C(=C\c1cc(Cl)c(OCc2ccc(Cl)cc2)c(Cl)c1)C(N)=O	-16	0.1
COc1cc(-c2nn3c(-c4ccco4)nnc3s2)cc(OC)c1OC	-1	-0.8
CSCCC(NC(=O)c1ccco1)C(=O)OCC(=O)Nc1sccc1C#N (stereo unspecified)	-2	1.0
Nc1ccc(N2CCCCCC2)cc1	-10	0.1
O=C(CSc1nnc(-c2ccc(Cl)s2)o1)N1CCOCC1	-1	-0.3
CC1(C(=O)CSc2n[nH]c(-c3ccccc3Cl)n2)CCC(=O)O1 (stereo unspecified)	-7	0.3
Cn1c(=O)c2c(nc(NCCCN3CCOCC3)n2Cc2ccc(Cl)cc2Cl)n(C)c1=O	-6	-0.1
COC(=O)c1cc2oc(C)cc2n1CC(=O)Nc1ccc(OC)c(OC)c1OC	-1	-0.7

Nothing new here: entries from further up.
SMILES	D2 antagonist	D2 ag
Cc1ccc2nc(SCc3cn4c(C)cc(C)nc4n3)[nH]c2c1	6	-0.5
CCOC(=O)C1=C(O)/C(=C\c2ccc(CNC(=O)C(=O)Nc3ccc(C)c(C)c3)o2)N=C1C	5	1.1
O=C(NC1CC2CCCC(C1)N2Cc1cccs1)c1ccc([N+](=O)[O-])cc1 (stereo unspecified)	57*	0.8
Nc1ccc(Sc2ccccc2CC(=O)O)cc1	2	-0.1
COc1cc(OC)c(C2N(C)c3ccccc3N2C)cc1OC	9	0.6
COc1ccc(S(=O)(=O)Cc2ccc(C(=O)NCc3ccc(F)cc3)o2)cc1	-7	0.0
COc1ccc(N2CCn3c2nc2c3c(=O)n(CCc3ccccc3)c(=O)n2C)cc1	-3	0.1
N#C/C(=C\c1cc(Cl)c(OCc2ccc(Cl)cc2)c(Cl)c1)C(N)=O	-16	0.1
COc1cc(-c2nn3c(-c4ccco4)nnc3s2)cc(OC)c1OC	-1	-0.8
CSCCC(NC(=O)c1ccco1)C(=O)OCC(=O)Nc1sccc1C#N (stereo unspecified)	-2	1.0
Nc1ccc(N2CCCCCC2)cc1	-10	0.1
O=C(CSc1nnc(-c2ccc(Cl)s2)o1)N1CCOCC1	-1	-0.3
CC1(C(=O)CSc2n[nH]c(-c3ccccc3Cl)n2)CCC(=O)O1 (stereo unspecified)	-7	0.3
Cn1c(=O)c2c(nc(NCCCN3CCOCC3)n2Cc2ccc(Cl)cc2Cl)n(C)c1=O	-6	-0.1
COC(=O)c1cc2oc(C)cc2n1CC(=O)Nc1ccc(OC)c(OC)c1OC	-1	-0.7

(further entries)
SMILES	D2 antagonist	D2 ag
C[C@@H]1NC(=O)c2cc([N+](=O)[O-])cc(I)c2OCC[C@@H](C(N)=O)NC(=O)[C@H](CCC(=O)O)NC1=O	-17	0.7
O=c1[nH]c(CSc2nnc(-c3ccco3)n2-c2ccccc2)nc2sc3c(c12)CCC3	-3	-0.4
CCOC(=O)c1[nH]c2cc(OC)c(OC)cc2c1NC(=O)CN1CCN(C)CC1	-14	-0.2
O=C1c2oc3ccc(Cl)cc3c(=O)c2C(c2cccnc2)N1Cc1ccco1 (stereo unspecified)	9	0.4
Cn1c(=O)oc2cc(S(=O)(=O)N3CCCC(C(=O)N4CCn5c4nc4ccccc45)C3)ccc21 (stereo unspecified)	-6	2.0
C/C=C\C=C/C(=O)Nc1cccc(C2=NOC3(C2)C[C@@H](C(N)=O)N(C(=O)c2ccccc2)C3)c1 (stereo partly specified)	22	-0.2
COc1ccc(C(=O)Cn2c(N3CCOCC3)nc3c2c(=O)n(C)c(=O)n3C)cc1	5	0.1
CCn1cc(C(=O)Nc2cccc(C)c2)c(=O)c2ccc(C)nc21	0	0.0
O=C(O)C[C@@H]1C(=O)O[C@@H]2C(COC(=O)c3cc(O)c(O)c(O)c3)O[C@@H](OC(=O)c3cc(O)c(O)c(O)c3)[C@@H](OC(=O)c3cc(O)c(O)c4c3[C@H]1[C@H](O)C(=O)O4)[C@H]2OC(=O)c1cc(O)c(O)c(O)c1 (stereo partly specified)	-12	-0.3
COC(=O)c1cc2c(=O)n3cccc(C)c3nc2n(Cc2cccnc2)c1=N	0	0.4
O=C(NCc1ccccc1Br)c1cccc2c1C(=O)c1ccc(N3CCOCC3)cc1S2(=O)=O	8	4.3
C#CCOCCOCCOCCNc1nc(N2CCN(C(=O)CCCCCCCCCCNC(=O)[C@H](CO)n3cc(CCCSC)nn3)CC2)nc(N2CCN(C(=O)CCCCCCCCCCNC(=O)[C@H](CCCCN)n3cc(C[C@@H](C)CC)nn3)CC2)n1	5	0.2
COC(=O)c1ccccc1NC(=O)CN1CCC(n2nnc3cc(C)ccc32)CC1	10	-0.1
O=c1c2ccccc2nc2n1CC/C2=C\c1ccccc1[N+](=O)[O-]	0	0.3
Cc1ccc(NCc2ccc(C)s2)cc1	-6	-0.2
c1ccc(C2=Nc3ccccc3SC2c2nc3ccccc3[nH]2)cc1 (stereo unspecified)	4	0.7
CC(C)CNC(=O)c1ccc(Cl)c(NC(=O)COc2ccccc2)c1	-8	0.6
COC(=O)C1=C(C)N(Cc2ccco2)C(=O)N[C@H]1c1ccccc1	-6	1.5

Only part of the results is shown; count on the stated rates, not on these rows.
